sEH activator – soluble epoxide hydrolase activators, primary screen, biochemical, human sEH. Bifunctional epoxide hydrolase 2 (Homo sapiens), P34913. purified human sEH enzymatic activity, activator screen. activation, % at 2 µM. 91,000 tested, 0.04% active; in the data active means activation above about 37%; further: values of inactives mirror those of a sister screen read the other way
Target sequence (P34913 whole entry, looked up): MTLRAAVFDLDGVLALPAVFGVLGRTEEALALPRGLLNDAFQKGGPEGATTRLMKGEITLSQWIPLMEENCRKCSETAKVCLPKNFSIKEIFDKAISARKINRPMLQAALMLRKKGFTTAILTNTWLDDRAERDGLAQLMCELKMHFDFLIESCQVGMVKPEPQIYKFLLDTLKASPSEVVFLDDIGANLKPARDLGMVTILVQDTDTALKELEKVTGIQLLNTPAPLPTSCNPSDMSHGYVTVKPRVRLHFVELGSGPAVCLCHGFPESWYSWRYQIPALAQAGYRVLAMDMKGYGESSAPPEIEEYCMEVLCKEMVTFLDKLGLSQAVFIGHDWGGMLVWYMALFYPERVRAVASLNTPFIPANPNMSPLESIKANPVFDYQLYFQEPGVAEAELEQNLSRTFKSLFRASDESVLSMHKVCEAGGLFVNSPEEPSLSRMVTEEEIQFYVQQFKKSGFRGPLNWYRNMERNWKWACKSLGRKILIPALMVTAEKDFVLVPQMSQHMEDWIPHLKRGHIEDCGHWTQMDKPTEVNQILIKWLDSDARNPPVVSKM
Lung fibro prol – antiproliferative effect on LL 47 fibroblasts – human, LL 47 cells, CellTiter-Glo luminescence, primary screen; LL 47 human lung fibroblast viability, ATP luminescence; stronger effect = lower value; viability, % at 10 µM; 85,000 tested, 1.1% active;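 active means viability at or below 50% in the single dose screen; inactive means viability above 50%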;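 further: compound exposure lasted 72 h before the ATP readout; 100% = median luminescence of untreated cell-only wells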
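Material: Human LL 47 lung fibroblast cells | Input: 1,150 cells/well | Buffer or medium: IMEM plus 15% FBS | Compound dosing: 0.1% DMSO in all compound wells | Times: Overnight cell rest, 72 h compound treatment at 37 °C | Signal: CellTiter-Glo luminescence measuring cellular ATP | Measure: % viability versus median cells-only luminescence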
ERb SRC1 inh – inhibitors of ERβ-SRC1 coactivator interaction, primary screen, biochemical, TR-FRET, ERβ LBD, SRC-1 peptide; Estrogen receptor beta (Homo sapiens), Q92731; inhibition, % at 25.6 µM; 86,000 tested, 1.3% active; TR-FRET ER-beta LBD / SRC1-Cy5 peptide binding; receptor agonist-loaded with 1 µM estradiol;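 active means compounds whose percent inhibition of the receptor-coactivator binding signal exceeds about 50% in the single-dose screen, limit read from the data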;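 further: 0% = receptor plus peptide wells without compound and 100% = peptide-only wells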
ERa SRC1 inh – ERα–SRC-1 coactivator interaction inhibitors, primary screen, biochemical, TR-FRET, ERα LBD, estradiol-bound; AID 629, 2007; Estrogen receptor (Homo sapiens), P03372; 86,000 tested, 1.7% active; inhibition, % at 25.6 µM; TR-FRET ER-alpha LBD / SRC-1 peptide; in the data active means inhibition above about 50%;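 further: 0% = receptor plus peptide control and 100% = peptide only without receptor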
H69AR inhibit – proliferation blockers of H69AR lung cancer cells, primary screen, cell-based, human, 86K library; H69AR lung tumor viability, ATP luminescence, 72 h; stronger effect = lower value; viability, % at 10 µM; 85,000 tested, 6% active;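 active means viability at or below 40%; inactive means viability above 40%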;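 further: multidrug resistant small cell line overexpressing MRP-1 efflux transporter; 100% = mean luminescence of untreated control wells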
Candida biofilm – clotrimazole potentiators killing Candida biofilms, primary screen, with clotrimazole, Alamar Blue; C. albicans biofilm + clotrimazole; inhibition, % at 6 µM; 85,000 tested, 0.14% active; AID 834, 2007;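 active means inhibition above 20%; inactive means inhibition below 20%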;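 further: preformed 24 hr biofilms exposed to compound for 48 hr; 0% = biofilm without compound and 100% = blank killed by clotrimazole plus chlorhexidine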
Smad3 inh – Smad3/FoxH1 peptide binding inhibitors, primary screen, biochemical, TR-FRET | Mothers against decapentaplegic homolog 3 (Homo sapiens), P84022 | 88,000 tested, 0.29% active | TR-FRET Smad3/Dy647-FoxH1 peptide binding, europium anti-His | inhibition, % at 25 µM;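 active means compounds that reduce the energy-transfer binding signal between the protein and its labelled peptide by more than half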;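 further: 0% = Smad3 plus labelled peptide maximal FRET and 100% = peptide-only background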
Target sequence (P84022 whole entry, looked up): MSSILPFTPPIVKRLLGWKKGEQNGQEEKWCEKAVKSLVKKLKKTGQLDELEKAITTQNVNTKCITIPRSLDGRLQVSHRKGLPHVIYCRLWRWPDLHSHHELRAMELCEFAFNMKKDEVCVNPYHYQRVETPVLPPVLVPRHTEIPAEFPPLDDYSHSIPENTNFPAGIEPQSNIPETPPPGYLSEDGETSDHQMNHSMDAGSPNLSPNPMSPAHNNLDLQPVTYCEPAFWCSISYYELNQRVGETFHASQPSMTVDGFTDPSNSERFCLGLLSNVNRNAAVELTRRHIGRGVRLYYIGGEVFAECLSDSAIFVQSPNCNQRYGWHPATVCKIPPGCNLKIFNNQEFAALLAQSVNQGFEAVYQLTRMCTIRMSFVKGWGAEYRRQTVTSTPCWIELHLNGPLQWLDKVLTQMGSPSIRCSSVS
HUVEC inhibit – inhibitors of HUVEC proliferation, primary screen, cell-based, 384-well. CellTiter-Glo luminescence, 72 h; stronger effect = lower value. viability, % at 10 µM (by protocol). 86,000 tested, 1.1% active. AID 648, 2007;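 active means viability at or below 30%; inactive means viability above 30%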;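 further: 100% = median luminescence of DMSO-only cell control wells on each plate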
ERa SRC1 pot – enhancers of ERα–SRC-1 coactivator binding, primary screen, biochemical, TR-FRET, ERα LBD, low estradiol; Estrogen receptor (Homo sapiens), P03372; TR-FRET ERalpha-LBD/SRC-Cy5 coactivator binding, 2 h; 100 = basal binding, no effect; coactivator binding (% of control), % at 25.6 µM; 86,000 tested, 1.3% active; in the data active means activity above about 200%;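 further: binding measured in presence of low estradiol as agonist stimulus; 0% = peptide alone without receptor and 100% = receptor with peptide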
* hit, by the source's call; . = no result given; [ ] = dose if it differs, or a comment. An excerpt, so the mix of outcomes need not match the whole.

Order of results: sEH activator | Lung fibro prol | ERb SRC1 inh | ERa SRC1 inh | H69AR inhibit | Candida biofilm | Smad3 inh | HUVEC inhibit | ERa SRC1 pot
1: COc1cccc2cc(C(=O)N3CCN(C/C=C/c4ccccc4)CC3)c(=O)oc12
    2 | 95 | -11[fluorescence artefact?] | -21 | 77 | 6 | 15 | 103 | 92
2: Cc1nnc(SCC(=O)Nc2ncc3c(n2)CC(C)(C)CC3=O)s1
    -4 | 100 | 4 | 14[fluorescence artefact?] | 95 | 4 | 6 | 96 | 92
3: O=C(NCCCN1CCOCC1)NC12CC3CC(CC(C3)C1)C2
    . | 96 | 0[fluorescence artefact?] | -6 | 84 | 8 | 6 | 90 | 132
4: Cn1cccc1C(=O)OCC(=O)Nc1ccc2c(c1)CCC2
    -16 | 103 | -8[fluorescence artefact?] | -16 | 105 | 7 | 5 | 105 | 134
5: Cc1cc(=O)oc2ccc(OCC(=O)O)cc12
    -4 | 100 | 2 | 0 | 97 | 7 | 10 | 102 | 119
6: N#C/C=C1\n2c(nc3ccccc32)OC12CCCCC2
    1 | 93 | -12 | -7 | 94 | 5 | 1 | 103 | 152[fluorescence artefact?]
7: CCOc1ccc(NC(=O)c2oc3ccccc3c2NC(=O)C2CC2)cc1
    . | 91 | -27[fluorescence artefact?] | -25 | 85 | 5 | 9[fluorescence artefact?] | 79 | 115
8: Cc1cc(C)c(C#N)c(SC2CCCCC2=O)n1 (stereo not drawn)
    0 | 98 | -6[fluorescence artefact?] | -7 | 96 | 3 | 5 | 95 | 106
9: COc1ccccc1Nc1nc2ccccc2[nH]1
    -3 | 93 | -2 | -1 | 81 | 7 | 2 | 90 | 123
10: COCCn1c(SCC(=O)c2ccccc2)nc2c(c1=O)SC(C)C2 (stereo not drawn)
    -5 | 97 | -2 | -9 | 78 | 6 | -5 | 88 | 81
11: COc1ccc2c(c1)c(=O)oc1cc(OCC(=O)N3CCC(C)CC3)ccc12
    8 | 97 | 60* | 59* | 79 | 7 | -5 | 64 | 133[fluorescence artefact?]
12: O=C(NC1CC1)C1CCCN1S(=O)(=O)c1ccc2ccccc2c1 (stereo not drawn)
    12 | 95 | -26[fluorescence artefact?] | -27 | 18* | 8 | -2 | 78 | 112
13: CC1(C)Cc2nc(N3CCOCC3)c(C#N)cc2CO1
    7 | 94 | -10 | -8 | 92 | 10 | 8 | 95 | 125[fluorescence artefact?]
14: CCOC(=O)N1CCN(c2c(NCCc3ccc(OCC)c(OCC)c3)c(=O)c2=O)CC1
    -6 | 100 | -8 | -7 | 80 | -3 | -1 | 95 | 114
15: CCOC(=O)CN1C(=O)C(O)(CC(=O)c2ccco2)c2ccccc21 (stereo not drawn)
    8 | 100 | 13 | 9 | 26* | 10 | 11 | 108 | 82
16: O=S(=O)(CCc1nc2ccccc2s1)c1ccc2ccccc2c1
    12 | 91 | 2 | 9 | 91 | -1 | 21 | 92 | 98
17: COC(=O)c1ccc(-c2ccco2)n1Cc1cccc(C)c1
    -6 | 96 | -5 | 10 | 75 | 7 | 12 | 106 | 82
18: CNC(=O)COC(=O)c1[nH]c(C)c(C(C)=O)c1C
    2 | 104 | 4 | -6 | 92 | 0 | 3 | 104 | 91
19: CCOc1ccc(C(=O)Nc2nnc(C)s2)cc1OCC
    -12 | 102 | -4 | -5 | 88 | 10 | -2 | 99 | 114
20: Cc1ccc(S(=O)(=O)NCC(=O)N(CC(=O)NCC2CCCO2)C2CCCC2)cc1 (stereo not drawn)
    2 | 91 | 9 | 5 | . | -9 | -11 | 99 | 121

Order of results: sEH activator | Lung fibro prol | ERb SRC1 inh | ERa SRC1 inh | H69AR inhibit | Candida biofilm | Smad3 inh | HUVEC inhibit | ERa SRC1 pot
21: O=C(CN1C(=O)CCS(=O)(=O)c2ccccc21)NCc1ccccc1
    10 | 100 | -1 | 6 | 82 | 4 | -2 | 88 | 108
22: CNc1nc(SCc2ccccc2)nc(N2CCOCC2)n1
    5 | 79 | 2 | 6 | 94 | 8 | -3 | 100 | 111
23: CC1CCCC(n2c(=S)[nH]c3ccccc3c2=O)C1C (stereo not drawn)
    . | 90 | -12 | -7 | 22* | -9 | -10 | 72 | 163
24: COc1ccc(S(=O)(=O)C(C#N)c2nc3ccccc3nc2N2CCCCC2)cc1 (stereo not drawn)
    . | 101 | 11[fluorescence artefact?] | 6[fluorescence artefact?] | 98 | -1 | 7 | 70 | 58[fluorescence artefact?]
25: O=P(c1cccs1)(c1cccs1)c1cccs1
    -1 | 96 | -2 | -3 | 98 | 3 | 7[fluorescence artefact?] | 84 | 113
26: COc1ccc(C2C(C(C)=O)=C(Nc3ccccc3)CC(C)(O)C2C(C)=O)cc1OC (stereo not drawn)
    9 | 93 | 0 | -10 | 99 | 6 | 8 | 94 | 109
27: C/C(Cl)=C/Cn1c(SC(C)C)nc2c1c(=O)[nH]c(=O)n2C
    20 | 87 | 3[fluorescence artefact?] | 9 | 59 | 2 | 8 | 93 | 77
28: Cc1ccc2cc(COC(=O)c3ccco3)c(=O)[nH]c2c1
    3 | 101 | 22 | -5 | 96 | 1 | 4 | 88 | 91
29: CCOCc1nnc(NC(=O)c2cccs2)s1
    7 | 97 | -9 | -9 | 78 | -4 | 7 | 83 | 100
30: CCSc1nc2c(c(=O)[nH]c(=O)n2C)n1Cc1ccc(Cl)cc1
    -22 | 82 | -4 | -3 | 93 | 5 | 2 | 99 | 102[fluorescence artefact?]
31: Cc1cc2c(c(=O)n1CCN(C)C)C(c1ccccc1Br)C(C#N)=C(N)O2 (stereo not drawn)
    -3 | 97 | -28 | -18 | 96 | 6 | -4[fluorescence artefact?] | 94 | 101
32: Cc1cc2nc(-c3ccco3)cc(C(F)(F)F)n2n1
    13 | 102 | -6 | -11 | 92 | 2 | 11 | 98 | 97
33: CCn1c2ccccc2c2cc(NC(=O)COC(=O)C3CCC(=O)N3)ccc21 (stereo not drawn)
    . | 102 | 16[fluorescence artefact?] | -3[fluorescence artefact?] | 98 | 6 | -15 | 95 | 50
34: CCOC(=O)C1CCCN(C(=O)CNS(=O)(=O)c2ccc(Br)s2)C1 (stereo not drawn)
    -1 | 97 | -11 | 1 | 92 | 9 | 2 | 98 | 110
35: Cn1c(N)c(C(=O)COC(=O)c2ccco2)c(=O)n(C)c1=O
    4 | 96 | -3 | -5 | 95 | 5 | -17 | 96 | 107[fluorescence artefact?]
36: Cc1ccc(S(=O)(=O)N2CCCN(S(=O)(=O)c3ccc4c(c3)OCCO4)CC2)cc1
    -5 | 93 | -11 | -10 | 32* | -2 | 4 | 95 | 112
37: CC1(C)CC(=O)c2sc(NC(=O)c3ccco3)nc2C1
    . | 101 | -5 | -4 | 98 | 5 | 15 | 90 | 110
38: O=C(Nc1ccc2c(c1)C(=O)N(CC1CCCO1)C2=O)c1cccc(Br)c1 (stereo not drawn)
    -58 | 102 | 1 | -4 | 80 | 6 | -30 | 98 | 101
39: COCCn1c(=S)[nH]c2cc(C(=O)N3CCN(c4ccccc4OC)CC3)ccc2c1=O
    5 | 85 | -8 | -3 | 78 | 4 | -1 | 81 | 123
40: O=C(CN1CCN(C(=O)c2ccco2)CC1)Nc1ccccc1-c1ccccc1
    . | 99 | 2[fluorescence artefact?] | 0 | 60 | 7 | -1 | 104 | 106[fluorescence artefact?]

ERb SRC1 inh: hit marks shown above
no.	structure	sEH activator	ERb SRC1 inh	ERa SRC1 inh	Smad3 inh	ERa SRC1 pot
11	COc1ccc2c(c1)c(=O)oc1cc(OCC(=O)N3CCC(C)CC3)ccc12	8	60*	59*	-5	133[fluorescence artefact?]

Reprinted, compounds 21–22
Order of results: sEH activator | Lung fibro prol | ERb SRC1 inh | ERa SRC1 inh | H69AR inhibit | Candida biofilm | Smad3 inh | HUVEC inhibit | ERa SRC1 pot
21: O=C(CN1C(=O)CCS(=O)(=O)c2ccccc21)NCc1ccccc1
    10 | 100 | -1 | 6 | 82 | 4 | -2 | 88 | 108
22: CNc1nc(SCc2ccccc2)nc(N2CCOCC2)n1
    5 | 79 | 2 | 6 | 94 | 8 | -3 | 100 | 111

Further results
Order of results: sEH activator | Lung fibro prol | ERb SRC1 inh | ERa SRC1 inh | H69AR inhibit | Candida biofilm | Smad3 inh | HUVEC inhibit | ERa SRC1 pot
41: COC(=O)COc1ccc(S(=O)(=O)Nc2ccc(C(N)=O)cc2)cc1Cl
    -3 | 105 | -4 | 2 | 80 | 3 | -10 | 98 | 139[fluorescence artefact?]
42: Cc1nnc(Nc2ccc(C(=O)N3CCOCC3)cc2)c2ccccc12
    7 | 100 | -8 | -8 | 73 | 5 | 9 | 77 | 105
43: O=C(Nc1cc(-c2nn(CC(=O)N3CCCCC3)c(=O)c3ccccc23)ccc1N1CCOCC1)c1ccc(Cl)cc1
    12 | 99 | -1 | 3 | 93 | 8 | -12 | 98 | 96
44: COc1ccc(Nc2ncnc3c2cnn3Cc2ccccc2)cc1OC
    -2 | 103 | -1 | -9 | 83 | 6 | -5 | 99 | 109
45: COC(=O)c1[nH]c2ccccc2c1NC(=O)CCN1CCSCC1
    3 | 99 | -11 | -11 | 88 | 0 | -10 | 88 | 115
46: COc1ccccc1NC(=O)CCCC(=O)OCC(F)(F)C(F)F
    4 | 104 | -1 | -6 | 91 | 0 | -8 | 93 | 123
47: CCOC(=O)CSc1nc(-c2ccccc2)nc2c1oc1ccccc12
    0 | 98 | 2[fluorescence artefact?] | 3 | 53 | 4 | -5 | 99 | 148
48: COc1ccccc1C(=O)Nc1ccc(N2CCCCC2)cc1
    6 | 83 | 0 | -5 | 90 | 4 | 9 | 91 | 107
49: CCCCn1c(N)c(N(CCOC)C(=O)CSc2nc3ccc(C)cc3[nH]2)c(=O)[nH]c1=O
    4 | 108 | -17 | -16 | 93 | 7 | -9 | 101 | 101
50: COc1ccc(C(=O)NCCc2nnc(SCC(=O)Nc3ccccc3)n2C)cc1
    -5 | 110 | 16[fluorescence artefact?] | -2 | 98 | -1 | 5[fluorescence artefact?] | 110 | 101[fluorescence artefact?]
51: CC(CC(=O)O)CC1=NS(=O)(=O)c2ccccc2N1 (stereo not drawn)
    . | 109 | -3 | -1 | 98 | -2 | -9 | 107 | 96
52: CCOC(=O)C(CC)Sc1nc2c(c(=O)[nH]c(=O)n2C)n1CCc1ccccc1 (stereo not drawn)
    -3 | 104 | -8 | 2 | 72 | 12 | 1 | 79 | 95
53: Cc1ccc(C2CC2C(=O)NNC(=S)Nc2ccc(Cl)cc2)cc1 (stereo not drawn)
    -7 | 98 | -4 | -6 | 76 | 0 | 3 | 68 | 93
54: CCCn1c(SCC(=O)c2ccc3c(c2)OCCO3)nnc1C(C)C
    8 | 104 | 2 | 25 | 72 | 9 | -2 | 105 | 84
55: CC(=O)N1CCc2cc(S(=O)(=O)CCC(=O)Nc3cccc(F)c3)ccc21
    1 | . | -6 | -5 | 85 | -3 | 11 | 99 | 94
56: O=C(CCSc1nnnn1-c1ccccc1)N1CCOCC1
    33 | 95 | -6[fluorescence artefact?] | -2 | 92 | 12 | 4 | 94 | 105
57: O=[n+]1cc(-c2cc3ccccc3o2)n([O-])c2c1CCCC2
    . | 108 | -3 | 1 | 103 | 3 | 5 | 104 | 146[fluorescence artefact?]

Source: PubChem BioAssay (several laboratories)
